Lamin A splicing – LMNA splicing modulation. HeLa LMNA splicing GFP/RFP minigene ratio, 48 h. Potency, µM (titrated, usually from 46.1 µM), without a hit: top-dose ratio change, negative = inhibition, usual class: inhibitors. 0.01% of 200,000 active. AID 1487; active = well fitted inhibition curve with a large enough effect in the signal ratio, with a control signal flat, not every such curve was filed as active; inconclusive = small, poorly fitted or top-dose-only effect, or effect the other way, or a change in a side signal; the % refers to the signal ratio; also: % is scaled to controls: 0 for no effect and ±100 for the full control effect
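S3 HeLa stable clones carrying a lamin A-EGFP splicing minigene plus DsRed2 were seeded at 600 cells/well in Opti-MEM with 2% FBS, pin-dosed and incubated 48 h at 37°C. Acumen cytometry (488 nm) gave the GFP/RFP total-intensity ratio.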
Epigenetic reg – derepresses silenced GFP reporter in murine cells. murine LDR cells, GFP reporter derepression, 30 h. Potency, µM (highest dose often 53.9 µM), for the others: at the highest dose GFP activation, usual class: activators. 0.2% of 280,000 active; active = well fitted activation curve with a large enough effect; inconclusive = small, poorly fitted or top-dose-only effect; also: % of control where 0% means no effect; nearly all actives have a fitted effect of over 60% in size
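Murine LDR cells bearing a silenced CMV-driven GFP reporter were exposed to compound for 30 h at 37 C. After PBS washes, GFP-positive cells (20-120 um objects) counted by laser-scanning microplate cytometry.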
Active calls of the source: *; ? = inconclusive; [ ] = remark or other dose. Potency is read from the fitted curve at half-maximal effect. Some of the compounds tested; count on the stated rates, not on these rows.

entry | smiles | Lamin A splicing | Epigenetic reg
1 | CCCC(=O)c1ccc(OC(=O)c2c(-c3ccccc3Cl)noc2C)cc1 | ? | 6.1%
2 | CNC(=O)c1ccc2c(c1)N(Cc1cc(C)ccc1C)C(=O)c1ccccc1S2 | 5%[46 µM] | 0.8%
3 | COCCCNC(=O)c1cc2cc(S(=O)(=O)N3CCCCC3)ccc2n1C | ? | 3.1%
4 | Cc1ccc(C)c(N2CCN(C(=O)CCCCCn3c(=O)[nH]c4ccccc4c3=O)CC2)c1 | ? | -2.4%
5 | CCOc1ccccc1N(CC(=O)Nc1ccc(OC)c(Cl)c1)S(=O)(=O)c1ccccc1 | 8%[46 µM] | -1.1%
6 | CCOc1ccccc1NC(=O)Cn1c(=O)ccc2cc(S(=O)(=O)N3CCCC3)ccc21 | 3%[46 µM] | 0.0%
7 | CCN(c1ccc(C)cc1C)S(=O)(=O)c1nnc(NC(=O)CC(C)C)s1 | -6%[46 µM] | 0.0%
8 | Cc1ccccc1OCc1ccc(-c2nc(C#N)c(N3CCC(C(N)=O)CC3)o2)o1 | 11%[46 µM] | 0.0%
9 | CC(=O)N1CCCc2cc(S(=O)(=O)N3CCCC(C(=O)NC(C)C)C3)ccc21 (stereo not given) | -10%[46 µM] | 0.0%
10 | CCOC(=O)Cn1c(=O)n(CC2CCCO2)c2nc(-c3ccccc3Cl)nc(C(N)=O)c21 (stereo not given) | ? | 0.8%
11 | COc1ccc(NC(=O)c2sc3nc(-c4cc5cccc(OC)c5oc4=O)[nH]c(=O)c3c2C)cc1 | 13%[46 µM] | 2.2%
12 | CC(=O)c1ccc(NC(=O)COCc2cc(-c3ccc(F)cc3)on2)cc1 | 11%[46 µM] | 4.9%
13 | Cc1ccc(CCNC(=O)CCS(=O)(=O)c2cc3c(cc2Cl)NC(=O)CO3)cc1 | ? | 0.0%
14 | COc1ccccc1NC(=O)CCNS(=O)(=O)c1ccc2c(c1)CCN2C(=O)C1CC1 | ? | 1.7%
15 | COc1ccc(Br)cc1CNC(=O)CN1CCSc2ccccc21 | -5%[46 µM] | -0.9%
16 | COc1ccc(-n2ncc(C(=O)Nc3cccc(C(F)(F)F)c3)c2C2CCN(C(=O)OC(C)(C)C)CC2)cc1 | 18%[46 µM] | -1.3%
17 | CCC(C(=O)Nc1cc(-c2nc3cccnc3s2)ccc1C)c1ccccc1 (stereo not given) | ? | 0.8%
18 | Cc1ccc(C(=O)c2oc3ccccc3c2NC(=O)c2cc(-c3ccccc3)on2)cc1 | 11%[46 µM] | -2.4%
19 | CCOc1ccc(CNC(=O)CCCn2c(=O)c3cccn3c3ccccc32)cc1 | ? | 0.0%
20 | Cc1ccc(-n2ncc(C(=O)NC3CCCCC3)c2C2CCN(C(=O)OC(C)(C)C)CC2)cc1 | ? | 1.4%
21 | CCCn1c2ccccc2c2cnn(CC(=O)N(CCCOC)Cc3ccco3)c(=O)c21 | ? | -1.2%
22 | CCOC(=O)c1c(C)[nH]c(C)c1S(=O)(=O)N1CCCC(C(=O)N2CCN(c3cccc(Cl)c3)CC2)C1 (stereo not given) | ? | 0.0%
23 | O=S(=O)(NCC(c1cccs1)S(=O)(=O)c1ccccc1)c1ccccc1 (stereo not given) | ? | -1.2%
24 | Cc1ccc(C(=O)Nc2nc3ccc(S(=O)(=O)N4CCCC4)cc3s2)cc1 | 12%[46 µM] | 11%
25 | Cc1ccc(-n2ccn(CC(=O)c3ccc(F)cc3)c(=O)c2=O)cc1C | 14%[46 µM] | 0.0%
26 | CC1Cn2cc(C(=O)Nc3ccccc3C(F)(F)F)c(=O)c3c(Cl)ccc(c32)O1 (stereo not given) | -1%[46 µM] | -1.1%
27 | Cn1c(=O)c2c(-c3ccccc3)n(CCCO)cc2n(C)c1=O | 2%[46 µM] | 1.1%
28 | OCCCc1nc2n(n1)C(c1cccc(Cl)c1)C=C(c1ccccc1)N2 (stereo not given) | 4%[46 µM] | -0.2%
29 | Cc1ccc(S(=O)(=O)NCC(c2ccc(N(C)C)cc2)N2CCc3ccccc32)cc1C (stereo not given) | -26%[46 µM] | -2.5%
30 | CN(C)c1ccc(CNC(=O)c2cc3cc(S(=O)(=O)N4CCCCC4)ccc3n2C)cc1 | -20%[46 µM] | 0.0%
31 | CCN(C(=O)CSc1nnc(-c2ccc(Cl)cc2)o1)c1ccccc1 | 6%[46 µM] | -1.6%
32 | CCN(c1cccc(C)c1)S(=O)(=O)c1ccc2c(c1)NC(=O)CCS2 | 2%[46 µM] | -1.3%
33 | O=C(CCc1ccccc1)NCc1ccc2c(c1)CCN2C(=O)c1ccccc1 | -21%[46 µM] | -0.2%
34 | CSc1nc2c([nH]c3ccccc32)c(=O)n1-c1ccc(C)cc1 | -3%[46 µM] | 0.8%
35 | Cc1nc(-c2ccc(C)c(N3CCN(C(=O)Nc4ccccc4C(F)(F)F)CC3)c2)no1 | ? | 2.2%
36 | COc1ccc(C(=O)NCC(c2ccc3c(c2)OCO3)N2CCN(C)CC2)cc1 (stereo not given) | 12%[46 µM] | 1.1%
37 | Cc1ccc(OCC(=O)Nc2ccc3nc(SCC(N)=O)sc3c2)cc1 | 14%[46 µM] | -3.2%
38 | Cc1ccccc1CS(=O)(=O)Cc1ccc(C(=O)NCCc2ccc(Cl)cc2)o1 | -18%[46 µM] | 0.0%
39 | O=C(NCc1ccc2c(c1)CCN2C(=O)c1ccccc1)c1ccco1 | 0%[46 µM] | 0.0%
40 | O=C(NCc1cccs1)c1ccc(CSc2nc3cccnc3n2Cc2ccc(F)cc2)cc1 | -26%[46 µM] | -0.4%
41 | O=S(=O)(c1ccc(Cl)cc1)N1CCC(c2ccncc2)CC1 | 5%[46 µM] | -1.3%
42 | CCC(C)NC(=O)c1c(C)oc2nc(C)nc(N3CCOCC3)c12 (stereo not given) | -8%[46 µM] | 1.3%
43 | CC1CCN(C(=O)Cn2c(-c3cccs3)cc3cc(Cl)ccc32)CC1 | 4%[46 µM] | -1.2%
44 | CNC(=O)C1CCN(C(=O)N2CC(C)Oc3ccc(Cl)cc32)CC1 (stereo not given) | -15%[46 µM] | 0.8%
45 | O=C(Cn1ncc2c([nH]c3ccccc32)c1=O)NCc1cccc(Cl)c1 | -2%[46 µM] | 1.2%
46 | Cc1ccc2sc(N(Cc3cccnc3)C(=O)Cc3ccccc3)nc2c1C | ? | 4.4%
47 | CCCCOc1ccc(CNC(=O)c2ccc(NC(=O)N3CCCCc4ccccc43)cc2)cc1 | -5%[46 µM] | 0.8%
48 | CCOC(=O)c1cccc(Nc2cc(C)nc(C)n2)c1 | 2%[46 µM] | 0.8%
49 | Cc1ccc(NC(=O)CN2C(=O)C3(SCC(=O)N3c3ccc(F)c(F)c3)c3ccccc32)c(C)c1 (stereo not given) | 0%[46 µM] | -1.3%
50 | COc1ccc(N2CCN(C(=O)C3CCN(c4nc5ccc(C)cc5[nH]4)CC3)CC2)cc1 | 5%[46 µM] | -3.4%
51 | COc1ccc(NS(=O)(=O)c2cc3[nH]c(=O)c(=O)[nH]c3cc2C)cc1OC | -2%[46 µM] | 0.0%
52 | CC(Sc1nc(-c2ccccc2)c(C#N)c(=O)[nH]1)C(=O)Nc1ccc(F)cc1 (stereo not given) | 1%[46 µM] | -3.2%
53 | CCOCCn1c(=O)c2c(nc3n2CCN3c2ccc(C)c(C)c2)n(C)c1=O | 26%[46 µM] | 0.0%
54 | COc1ccccc1CNC(=O)C1CCN(c2nc3ccc(Cl)cc3[nH]2)CC1 | -14%[46 µM] | 0.7%
55 | CC(NC(=O)Cn1c(-c2cccs2)cc2cc(F)ccc21)c1ccccc1 (stereo not given) | -9%[46 µM] | ?
56 | Cc1nn2c(C)c(C(=O)NCc3ccc(OC(C)C)cc3)cnc2c1-c1ccc(F)cc1 | ? | 0.0%
57 | CCOC(=O)c1cc(-c2ccccc2)n(-c2cccc(C(=O)Nc3ccc(OC)cc3)c2)c1C | 4%[46 µM] | -2.7%
58 | COCCn1c(C)cc(O)c(C(c2ccc(C)cc2)N2CCCCC2)c1=O (stereo not given) | 8%[46 µM] | -2.8%
59 | CCC(C)n1c(SCc2c(F)cccc2Cl)nc2ccsc2c1=O (stereo not given) | ? | -1.3%
60 | CCOc1ccc(C2c3[nH]c4ccccc4c3CCN2C(=O)CSCc2ccc(F)cc2)cc1 (stereo not given) | -23%[46 µM] | 0.0%

11 of these compounds in a different format:
Results follow in this order: Lamin A splicing	Epigenetic reg
50) COc1ccc(N2CCN(C(=O)C3CCN(c4nc5ccc(C)cc5[nH]4)CC3)CC2)cc1
→ 5%[46 µM]	-3.4%
51) COc1ccc(NS(=O)(=O)c2cc3[nH]c(=O)c(=O)[nH]c3cc2C)cc1OC
→ -2%[46 µM]	0.0%
52) CC(Sc1nc(-c2ccccc2)c(C#N)c(=O)[nH]1)C(=O)Nc1ccc(F)cc1 (stereo not given)
→ 1%[46 µM]	-3.2%
53) CCOCCn1c(=O)c2c(nc3n2CCN3c2ccc(C)c(C)c2)n(C)c1=O
→ 26%[46 µM]	0.0%
54) COc1ccccc1CNC(=O)C1CCN(c2nc3ccc(Cl)cc3[nH]2)CC1
→ -14%[46 µM]	0.7%
55) CC(NC(=O)Cn1c(-c2cccs2)cc2cc(F)ccc21)c1ccccc1 (stereo not given)
→ -9%[46 µM]	?
56) Cc1nn2c(C)c(C(=O)NCc3ccc(OC(C)C)cc3)cnc2c1-c1ccc(F)cc1
→ ?	0.0%
57) CCOC(=O)c1cc(-c2ccccc2)n(-c2cccc(C(=O)Nc3ccc(OC)cc3)c2)c1C
→ 4%[46 µM]	-2.7%
58) COCCn1c(C)cc(O)c(C(c2ccc(C)cc2)N2CCCCC2)c1=O (stereo not given)
→ 8%[46 µM]	-2.8%
59) CCC(C)n1c(SCc2c(F)cccc2Cl)nc2ccsc2c1=O (stereo not given)
→ ?	-1.3%
60) CCOc1ccc(C2c3[nH]c4ccccc4c3CCN2C(=O)CSCc2ccc(F)cc2)cc1 (stereo not given)
→ -23%[46 µM]	0.0%

(more compounds)
entry | smiles | Lamin A splicing | Epigenetic reg
61 | Cc1ccc(-c2ccc(=O)n(CC(=O)NCCc3ccccc3)n2)cc1 | -23%[46 µM] | 7.1%
62 | O=C(NCc1ccccc1)c1ccc(NC(=O)c2nsc3ccccc23)cc1 | ? | 6.6%
63 | Cc1c(C(=O)NCc2ccccc2Cl)sc2ncnc(N(C)C3CCCCC3)c12 | -10%[46 µM] | -1.3%
64 | Cc1cccc(N2CCN(c3ccc(NC(=O)c4ccccc4)cc3C(=O)O)CC2C)c1 (stereo not given) | -7%[46 µM] | -1.3%
65 | N#Cc1cccc(NC(=O)C2CCN(S(=O)(=O)c3ccc4c(c3)CCCN4C(=O)C3CCC3)CC2)c1 | ? | 0.0%
66 | COc1cc(CNc2ccc3[nH]c(=O)[nH]c3c2)cc(Br)c1OCc1ccc(F)cc1 | ? | 0.0%
67 | CC(NC(=O)c1ccc2c(c1)N(Cc1cccc(F)c1)C(=O)c1ccccc1S2)c1ccccc1 (stereo not given) | -3%[46 µM] | -0.2%
68 | Clc1ccccc1N1CCN(c2ncnc3c2c(-c2ccccc2)cn3-c2ccccc2)CC1 | ? | 0.4%
69 | COc1ccccc1C(=O)NCC1(N2CCN(C)CC2)CCCCC1 | 2%[46 µM] | 1.1%
70 | Cc1noc2ncnc(NCc3ccccc3Cl)c12 | 9%[46 µM] | 0.0%
71 | COc1ccc(NC(C)=O)cc1NC(=O)CN1CCN(c2ccc(F)cc2)CC1 | -4%[46 µM] | -0.1%
72 | Cn1c(=O)c(=O)n(C)c2cc(N3CCOCC3)c(NS(=O)(=O)c3ccc(Cl)cc3)cc21 | 8%[46 µM] | 0.0%
73 | Cc1onc(-c2ccccc2Cl)c1C(=O)Oc1cc(F)cc(F)c1 | -19%[46 µM] | 3.8%
74 | Cc1ccc(N2CC(NC(=O)c3ccccc3C(F)(F)F)CC2=O)cc1C (stereo not given) | 4%[46 µM] | 7.9%
75 | Cc1ccc(Cl)cc1-n1ncc2c(N3CCC(C(N)=O)CC3)ncnc21 | -3%[46 µM] | 3.1%
76 | CC(C)c1nn2c(=O)cc(COC(=O)c3ccccc3NC(=O)COc3ccccc3)nc2s1 | 10%[46 µM] | -0.2%
77 | CC(=O)Nc1cccc(Nc2nc3ccccc3n3c(C)nnc23)c1 | ? | 0.0%
78 | CCCNC(=O)c1ccc2c(c1)ncn2-c1ccc(C)cc1C | -13%[46 µM] | 2.9%
79 | Cc1ccc(CNC(=O)Cn2c(=O)cc(C)c3c(C)nn(-c4cccc(F)c4)c32)cc1 | 6%[46 µM] | 1.1%
80 | CCOc1ccc(S(=O)(=O)Nc2ccc3oc(C)c(C(=O)OCCOC)c3c2)cc1 | ? | -0.2%
81 | COc1ccccc1CNc1nc(-c2ccco2)nn1S(=O)(=O)c1ccc(Cl)cc1 | ? | 1.6%
82 | CC1CN(C(=O)N2CCC(C(=O)NC3CCCCCC3)CC2)c2cc(Cl)ccc2O1 (stereo not given) | ? | 0.8%
83 | Cc1ccc(S(=O)(=O)Nc2cccc(-c3cn4cccc(C)c4n3)c2)cc1 | -1%[46 µM] | -0.2%
84 | CCCCCNC(=O)C1CCC(Cn2c(=O)c3sccc3n(CC)c2=O)CC1 (stereo not given) | ? | 0.0%

Screening data (PubChem)
